Source: PubChem BioAssay
APJ antagonist: antagonists of human APJ apelin receptor; P35414; CHO-K1 APJ beta-arrestin complementation, luminescence; inhibition, % at 20 µM; actives 0.32% (n = 330,000);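 active = inhibition above about 40% at 20 µM, limit read from the data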;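 note: cells challenged with 10 nM apelin-13 agonist together with compound; plate controls were apelin-13 plus DMSO wells for no effect and DMSO wells lacking apelin-13 for full effect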
Target sequence (P35414 whole entry, looked up): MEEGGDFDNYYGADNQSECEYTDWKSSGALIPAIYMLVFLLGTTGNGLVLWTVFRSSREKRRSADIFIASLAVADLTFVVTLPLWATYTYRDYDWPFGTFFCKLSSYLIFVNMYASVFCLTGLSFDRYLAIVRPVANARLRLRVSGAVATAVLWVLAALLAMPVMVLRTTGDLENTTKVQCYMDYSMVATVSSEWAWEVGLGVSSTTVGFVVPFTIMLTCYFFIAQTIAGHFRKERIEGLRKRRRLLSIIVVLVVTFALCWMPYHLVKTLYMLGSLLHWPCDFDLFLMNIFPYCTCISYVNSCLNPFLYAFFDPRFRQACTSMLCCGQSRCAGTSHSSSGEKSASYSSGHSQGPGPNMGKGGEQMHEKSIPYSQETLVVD
UBC13 polyUb: human UBC13 polyubiquitination inhibition; P61088; UBC13 polyubiquitin chain formation, TR-FRET; inhibition, % at 20 µM; actives 0.47% (n = 330,000); AID 485273; in the data active = inhibition above about 45%, passing the limit was not always enough; inconclusive = no clear call, values can overlap the other calls
Target sequence (P61088 whole entry, looked up): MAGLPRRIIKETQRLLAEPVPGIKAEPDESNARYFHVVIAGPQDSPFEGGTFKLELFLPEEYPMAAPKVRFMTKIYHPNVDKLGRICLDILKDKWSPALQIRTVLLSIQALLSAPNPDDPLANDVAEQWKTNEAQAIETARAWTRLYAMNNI
APJ ag: agonists of human APJ apelin receptor | CHO-K1 APJ PathHunter beta-arrestin, luminescence; 0% DMSO wells, 100% apelin | activation, % at 20 µM | AID 2520 | P35414 | actives 0.11% (n = 330,000);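 active = activation more than six SD over the plate average, tested at 20 µM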;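 note: 0% = DMSO alone and 100% = apelin-13 at 10 nM; some results filed as inactive read as strong as hits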
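Test system: CHO-K1 APJ beta-arrestin complementation cell line | Compound: Single test compound dose, 20 µM final, 1% DMSO | Incubation: Compound 90 min 25 °C, reagent 1 h | Measured by: beta-gal luminescence | Read-out basis: APJ–arrestin association signal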
Starred values were filed as active, the others as inactive; ? = inconclusive. Not all compounds are listed; the hit share may differ from the screen's.

UBC13 polyUb,SMILES,APJ antagonist,APJ ag
-7,C/C(=N\NC(=O)c1ccc2nc[nH]c2c1)c1ccc([N+](=O)[O-])cc1,-14,2
-6,Cc1ccc(-n2c(-c3ccccc3)cc(/C=N/NC(=O)CC#N)c2-c2ccccc2)cc1,-4,0
-1,CCOc1cc(/C=N/NC(=O)c2cc(C)[nH]n2)ccc1OC(=O)c1ccc([N+](=O)[O-])cc1,-64,9
-12,CCOc1cc(N2CCOCC2)c(OCC)cc1NC(=O)COc1ccc2ccc(=O)oc2c1,1,0
122*,O=C(O)CCC1c2cc3c4cc2OC2Oc5cc6c(cc51)C(CCC(=O)O)c1cc5c7cc1OC(O6)c1cc6cc(c1)Oc1cc(cc(C(=O)O)c1)Oc1cc8cc(c1)C(Oc1cc(c(cc1C5CCC(=O)O)C3CCC(=O)O)OC(O4)c1cc(cc(c1)Oc1cc(cc(C(=O)O)c1)O8)Oc1cc(cc(C(=O)O)c1)Oc1cc(cc2c1)Oc1cc(cc(C(=O)O)c1)O6)O7 (stereo not given),11,-4
6,Cc1ccc(C2(C(F)(F)F)N=C3Sc4cc(C)ccc4N3C(=O)N2)cc1 (stereo not given),-16,1
-5,Cn1c(=O)[nH]c(=O)c2c1nc(N1CCCCCC1)n2CCCSc1nnnn1-c1ccccc1,-18,-3
-7,CCc1nnc(NC(=O)CSc2ccc(-c3ccc(F)cc3)nn2)s1,14,1
-6,CCC(CC)C(=O)Nc1cccc(SC)c1,2,-3
-4,COC(=O)c1c(N2C(=O)[C@H]3[C@@H](C2=O)[C@]2(C(=O)Nc4ccccc42)N2CCC[C@@H]32)sc(C)c1C,-12,-2
0,O=S(=O)(c1ccc(N2CCN(Cc3ccc4c(c3)OCO4)CC2)nc1)N1CCOCC1,-3,-4
11,O=C(CCCCCNc1nc(=S)[nH]c2ccccc12)NCc1ccccc1Cl,-1,-1

Other compounds follow:
UBC13 polyUb,SMILES,APJ antagonist,APJ ag
2,CC(=O)OC1COC(OC2C(O)C(C)OC(OC3C(OC4CCC5(C)C(CCC6(C)C5CC=C5C7CC(C)(C)CCC7(C(=O)O)CCC56C)C4(C)CO)OCC(O)C3O)C2O)C(O)C1OC(C)=O (stereo not given),-55,-2
6,Cc1cc2cc(C)c3nnc(SCC(=O)N4CCCc5ccccc54)n3c2cc1C,5,-1
-7,CCN(CC)CCOC(=O)c1ccc(NC(=S)NC(=O)/C=C/c2ccco2)cc1,11,2
-16,COc1cc(/C=C2/C(=N)N3C(=NC2=O)SN=C3S(=O)(=O)C(C)C)ccc1OS(=O)(=O)c1ccccc1,-20,-5
-9,COc1ccc(N2CCN(C(=O)c3ccc4c(c3)NC(=O)C(CSCc3c(F)cccc3Cl)N4)CC2)cc1 (stereo not given),-8,2
9,O=C(Cn1nnc2ccccc21)OCC(=O)c1ccc(Cl)cc1,9,-5
20,O=C1NC(Cc2ccc(O)cc2)c2nc3ccc(Cl)cc3c(=O)n2-c2ccccc21 (stereo not given),10,1
-5,Cc1ccc(CNC(=O)/C(C#N)=C\c2ccc(N(C)C)cc2)cc1,6,-2
5,Cc1nnc(NC(=O)CSc2nnc(Cc3cccn3C)n2-c2cccc(C)c2C)s1,8,2
-2,CCOC(=O)N1CCC(N2Cc3cccc(C(=O)NCc4ccc(OC)cc4)c3C2=O)CC1,-11,-1
-3,COc1ccc(OC)c(S(=O)(=O)NC(N)=NCCc2ccccc2OC)c1,-6,-3
-58,CCC(=O)NC(/C=C/c1ccccc1)c1cc([N+](=O)[O-])c2cccnc2c1O (stereo not given),9,3

(continued)
UBC13 polyUb,SMILES,APJ antagonist,APJ ag
-13,CC(C)(C)c1cc(O)c(C(C)(C)C)cc1O,-17,11
-4,CCOC(=O)/C(C#N)=C1\SS/C(=C(/C#N)C(=O)OCC)S1,22,-7
-46,CC1(O)C(=O)C=C2C=C(c3ccsc3)OC=C2C1=O (stereo not given),-24,7
1,CC(C)N1CCC2(CC1)C(C#N)=C(N)NC(S)=C2C#N,-2,0
-3,C#CCOCCOCCOCCNc1nc(N2CCN(C(=O)[C@H](CCC(=O)O)n3cc(C(N)Cc4ccc(O)cc4)nn3)CC2)nc(N2CCN(C(=O)[C@H](Cc3ccc(O)cc3)n3cc(C(N)[C@H](C)CC)nn3)CC2)n1 (stereo not given in full),18,1
-44,COc1ccc(N=CC2=C(Nc3ccc(OC)cc3)c3c(C)nn(-c4ccccn4)c3CC2)cc1,1,6
-6,O=C1COc2ccc(N3C(=O)C=CC3=O)cc2N1,-15,1
2,CC(=O)NC[C@H]1CN(c2ccc(N3CCOCC3)c(F)c2)C(=O)O1,1,-3
2,CC1(C)S[C@@H]2[C@H](N=CN3CCCCCC3)C(=O)N2[C@H]1C(=O)O,-15,3
4,O=C(Cc1cccs1)Nc1nnc(Cc2ccc(F)cc2)s1,-1,-2
15,COc1cccc([C@@H]2Oc3ccc(OC)cc3C(=O)[C@H]2OC(=O)N[C@H](C)C2CCCCC2)c1,-4,-1
-18,COC(=O)CCCC1=CC2=CC(=O)C(C)(OC(=O)c3cccs3)C(=O)C2=CO1 (stereo not given),-24,6

Remaining list, next part:
UBC13 polyUb,SMILES,APJ antagonist,APJ ag
4,Cc1cccn2c(=O)c3cc(C#N)c(=N)n(Cc4ccncc4)c3nc12,34,-6
1,O=C(CC(Sc1ccc(Br)cc1)C(=O)O)c1ccc(Br)cc1 (stereo not given),3,-2
1,O=C(Nc1nccs1)c1c(O)c2cccc3c2n(c1=O)CCC3,-5,-4
6,O=C(NCC#CCSc1nnc(-c2cccc3ccccc23)o1)c1cccs1,-18,-2
2,CC(C)C(C)NC(=O)COC(=O)c1cc(S(=O)(=O)N(C)C)ccc1N1CCCC1 (stereo not given),4,-3
14,Cc1ccc2c(=O)n3c(nc2c1)C(CC(C)C)NC(=O)c1ccc(Cl)cc1-3 (stereo not given),11,-1
-7,O=C(CC(=O)c1ccccc1[N+](=O)[O-])c1ccccc1,7,0
-13,Cc1ccc(-c2ccc(SCC(=O)N3CCc4ccccc43)nn2)cc1,3,2
0,O=C(CCC1CCCNC1)c1ccccc1 (stereo not given),-1,-3
12,CCOC(=O)N1c2ccccc2C=CC1OCC (stereo not given),10,-4
1,Cc1n[nH]c(C)c1Sc1ccccc1N=Cc1cc([N+](=O)[O-])ccc1O,18,-3
12,Cc1ccc(NC(=O)c2ccc3ncsc3c2)cc1S(=O)(=O)N(C)C,-5,0

More results:
UBC13 polyUb,SMILES,APJ antagonist,APJ ag
40,CC(C)=CCC/C(C)=C/CCC(C)NCCN1CCNCC1 (stereo not given),-4,-3
-1,Cn1c(SCC(=O)NNC(=S)Nc2ccccc2)nnc1-c1ccncc1,13,-1
-13,CCCCCCC12CCC(C(=O)O)(CC1)CC2,-22,1
-1,CN1CCN(C(CC(=O)Nc2cccc(O)c2)C(=O)O)CC1 (stereo not given),-2,-2
18,Cc1nc(NC(=O)COc2ccc(Cl)cc2)sc1C(=O)N(C)C,-14,-4
0,COc1ccccc1C1=Nn2c(COc3ccccc3)nnc2SC1,14,-5
?,O=c1c2cc(N3CCOCC3)ccc2[nH]c(=S)n1CCCN1CCN(c2ccccc2F)CC1,-1,1
-9,CC(C)OCCCNC(=O)C(NS(=O)(=O)c1ccc2c(c1)c(=O)n(C)c(=O)n2C)c1ccccc1 (stereo not given),7,0
6,COc1ccc(/C(C)=N\NC(=O)c2ccc3c(c2)OCO3)cc1OC,-11,-3
-9,Cc1ccc(S(=O)(=O)n2[nH]c(=O)cc2NC(=O)c2cccs2)cc1,9,4
26,COc1cc2c(cc1OC)C(Cc1ccc(O)c(Oc3ccc(C[C@H]4c5cc(OC)c(OC)cc5CCN4C)cc3)c1)N(C)CC2 (stereo not given in full),2,2
-1,NS(=O)(=O)c1ccc(CCNC(=O)CCCCCNc2nc(=S)[nH]c3ccccc23)cc1,-8,-5

(continued)
UBC13 polyUb,SMILES,APJ antagonist,APJ ag
-2,Cc1ccc(-n2c(SCC(=O)N3CCCC3)nc3c(c2=O)SCC3)cc1,-13,-1
-9,Cc1ccnc(NC(=O)CCCOc2ccc(Cl)cc2C)c1,13,-4
-6,S=c1[nH]nc(-c2ccncc2)n1/N=C/c1cccc2ccccc12,22,-4
-24,O=C(O)c1cccc(C(=O)O)n1,4,-3
-1,O=C(/C=C/c1ccc(Br)o1)Nc1nnc(C2CC2)s1,22,-3
0,Cc1ccc2c(c1)-n1c(nc3cc(Cl)ccc3c1=O)C(CC(C)C)NC2=O (stereo not given),12,-4
-19,O=C1c2ccccc2S(=O)(=O)c2cc(N3CCc4ccccc4C3)ccc21,-23,11
0,CC(C)c1ccccc1NC(=O)c1ccc(CN(c2ccccc2)S(=O)(=O)c2ccccc2)cc1,2,-2
17,Cc1cc(NC(=O)CN2CCN(Cc3ccccc3)CC2)nc2c1c(=O)oc1ccccc12,-5,-1
-3,O=C(Nc1ccccc1)O[C@@H]1C[C@H]2CCC(=O)N3CC[C@@H](C1)[C@@H]23,-2,9
-8,O=C(NC1CCCCC1)c1ccc(S(=O)(=O)c2ccccc2Cl)c([N+](=O)[O-])c1,-45,6
-3,CC(C)(C)C1CC=C2C(C#N)=C(N)C(C#N)(C#N)C(c3cccs3)C2C1 (stereo not given),-7,-4
-4,O=C(Cc1csc(-c2ccccc2)n1)NCc1ccccc1F,13,-1

Filtered by structure: the entries above containing two or more sulfur atoms
UBC13 polyUb,SMILES,APJ antagonist,APJ ag
-7,CCc1nnc(NC(=O)CSc2ccc(-c3ccc(F)cc3)nn2)s1,14,1
-16,COc1cc(/C=C2/C(=N)N3C(=NC2=O)SN=C3S(=O)(=O)C(C)C)ccc1OS(=O)(=O)c1ccccc1,-20,-5
5,Cc1nnc(NC(=O)CSc2nnc(Cc3cccn3C)n2-c2cccc(C)c2C)s1,8,2
-4,CCOC(=O)/C(C#N)=C1\SS/C(=C(/C#N)C(=O)OCC)S1,22,-7
4,O=C(Cc1cccs1)Nc1nnc(Cc2ccc(F)cc2)s1,-1,-2
6,O=C(NCC#CCSc1nnc(-c2cccc3ccccc23)o1)c1cccs1,-18,-2
12,Cc1ccc(NC(=O)c2ccc3ncsc3c2)cc1S(=O)(=O)N(C)C,-5,0
-1,Cn1c(SCC(=O)NNC(=S)Nc2ccccc2)nnc1-c1ccncc1,13,-1
-9,Cc1ccc(S(=O)(=O)n2[nH]c(=O)cc2NC(=O)c2cccs2)cc1,9,4
-1,NS(=O)(=O)c1ccc(CCNC(=O)CCCCCNc2nc(=S)[nH]c3ccccc23)cc1,-8,-5
-2,Cc1ccc(-n2c(SCC(=O)N3CCCC3)nc3c(c2=O)SCC3)cc1,-13,-1
